# NCI-60 one-dose screen, 48 h, at 10 µM unless noted. Numbers give growth in % (100 = growth as untreated, 0 = no growth, -100 = all killed).
# UO-31 = UO-31 renal cancer; 5.2% of 81,000 active
# 786-0 = 786-0 renal cancer cells | AID 1794775 | 5.1% of 81,000 active
# SN12C = SN12C renal cancer cells. 3.8% of 81,000 active
# SK-OV-3 = SK-OV-3 ovarian cancer cells | 3.2% of 80,000 active
# ACHN = ACHN renal cancer. 4.9% of 81,000 active
# IGROV1 = IGROV1 ovarian cancer; 4.7% of 79,000 active; AID 1794786
# TK-10 = TK-10 renal cancer cells; 3.9% of 81,000 active; AID 1794769
# RXF 393 = RXF 393 renal cancer cells. 6.9% of 77,000 active. AID 1794773
# The depositor's hits bear a star; · = not tested or not shown; & = joins results of further samples. How the source made its calls: active means growth percent below 10; inactive means the rest. Only part of the results is shown; the hit share may differ from the screen's.
SMILES,UO-31,786-0,SN12C,SK-OV-3,ACHN,IGROV1,TK-10,RXF 393
CCN(CC)CCOC(=O)C(O)(c1ccccc1)c1ccccc1,94,101,94,107,101,117,104,104
CCOP(=O)(Cc1ccc(C#N)cc1)OCC,99,101,97,102,110,118,93,115
[N-]=[N+]=NC1=NS(=O)(=O)c2ccccc21,94,101,100,114,105,102,89,111
COc1cc2c(cc1OC)C(C)N(C)CC2 (stereo not drawn),82,102,104,102,102,102,103,125
NC(=O)OCC(CO)(c1ccccc1)c1ccccc1,80,97,98,99,98,103,98,100
COP(=S)(OC)Oc1ccc(Sc2ccc(OP(=S)(OC)OC)cc2)cc1,50,76,70,105,92,80,83,103
CCC(C)[C@H]1C(=O)O[C@H](C(C)C)C(=O)N(C)[C@@H](C(C)C)C(=O)O[C@H](C(C)C)C(=O)N(C)[C@@H](C(C)C)C(=O)O[C@H](C(C)C)C(=O)N1C (stereo partly drawn),-11*,21,7.6*,-9.8*,9.3*,34,8.2*,22
CC1C=CCCC12C(=O)NC(=O)NC2=O (stereo not drawn),96,97,99,110,120,106,96,108
CCC1(CCO)C(=O)NC(=O)NC1=O,89,92,103,110,104,122,98,113
O=C1C2C3CCC(O3)C2C(=O)N1CCO (stereo not drawn),88,100,100,110,99,·,91,107
NC(N)=NC(N)=Nc1ccc(Cl)cc1,95,115,103,110,94,116,115,108
CCCCCSC1C2C(=O)C(Br)=CC13CCNc1c(O)c4c5c(c13)=[N+]2CCC=5C=N4 (stereo not drawn),-67*,-50*,-62*,-2.4*,-90*,-65*,-52*,-28*
Cc1ccc(C(=O)CCl)c(C)c1,85,99,99,107,95,102,98,107
Nc1cccc2ccccc12,83,93,95,115,97,77,131,110
C[N+](C)(C)CC1CCCC1,91,103,100,110,102,107,110,120
CC(C)CC(NC(=O)CCl)C(=O)O (stereo not drawn),98,100,104,105,108,99,126,113
C=C(C)C(=O)OCC1CO1 (stereo not drawn),97,97,98,92,106,105,89,112
CCOP(=O)(Nc1ccc(F)cc1)OCC,65,100,100,83,95,88,139,109
C[C@]12CCc3sc(NCCc4ccccc4)nc3C1=CC[C@@H]1[C@@H]2CC[C@]2(C)C(=O)CC[C@@H]12,50,4.4*,68,112,74,88,91,20
Cc1cc[n+](CCC[n+]2ccc(C)cc2)cc1,106,106,107,108,109,100,98,107
c1ccc2nc3c(cc2c1)CNC3,75,96,87,104,90,95,105,91
Cc1cc(OC(=O)N(C)C)n(-c2ccccc2)n1,81,97,96,104,94,92,115,105
N#C/C(=C\c1cc2ccccc2nc1Cl)C(=O)c1cn(Cc2ccccc2)c2ccc(F)cc12,68,98,90,89,96,98,103,·
c1cncc(C2Nc3cccc4cccc(c34)N2)c1,69,108,99,121,94,52,142,65
O=C1NC(=O)C(=Cc2cccnc2)C(=O)N1,97,110,102,108,98,102,118,100

# (list continues)
SMILES,UO-31,786-0,SN12C,SK-OV-3,ACHN,IGROV1,TK-10,RXF 393
C=CCCC1(C2=CCCCC2)C(=O)NC(=O)NC1=O,100,95,99,104,103,109,101,104
Oc1ccc(Br)cc1CN1CCN(Cc2ccc(Cl)cc2)CC1,47,107,90,101,83,·,106,77
COc1ccc(Cl)cc1C(=O)CCl (tested in a mixture with another compound),99,115,97,105,108,67,123,116
CCCCC1(c2ccccc2)C(=O)NC(=O)NC1=O,89,102,103,97,110,101,87,113
C[C@H](OC(N)=O)[C@@H](O)c1ccccc1Cl,83,100,104,104,99,99,103,114
c1ccc2c(c1)sc1ccccc12,79,105,98,104,90,98,·,107
CC(=O)Cc1ccc(Cl)cc1,84,101,100,68,100,102,87,115
O=C(Nc1cccc(C(F)(F)F)c1)c1cc(Cl)ccc1O,51,85,87,91,97,81,112,95
CC1=C(Cl)C(P2(=O)Oc3ccccc3-c3ccccc32)CP(=O)(c2ccccc2)C1 (stereo not drawn),·,99,95,116,105,·,125,88
N#CCCP(CCC#N)CCC#N,101,108,104,109,108,112,·,107
O=C(c1cccc(O)c1O)c1cn(Cc2ccc(F)cc2)c2cccc(O)c12,-10*,31,34,41,22,-43*,77,70
CCOc1ccc2c(c1)CCNC2C (stereo not drawn),91,98,104,100,103,102,101,121
Cc1nc(N)n[nH]1,88,107,96,108,106,103,116,116
Cc1ccc(S(=O)(=O)N/N=C\c2ccc(N(CCCl)CCCl)cc2)cc1,79,101,84,108,86,92,118,123
CCN(CC)CCc1ccc(O)cc1,101,110,89,114,111,132,112,117
CC(=O)Nc1nc(CCl)cs1,80,104,·,82,100,·,105,119
NC(=S)N=C(N)N,90,104,98,100,95,105,112,106
CC/C(=C(\c1ccc(OCCN2CCOCC2)cc1)c1ccc(OC(=O)Cc2ccccc2)cc1)c1ccc(Cl)cc1,88,107,99,111,117,106,93,114
c1ccc(CNC2CN3CCC2CC3)cc1 (stereo not drawn),93&88,104,105&106,108,107&101,119&110,119&91,131&106
ClCc1cc2c(cc1Cl)OCO2,76,99,·,96,95,87,99,105
O=C(O)C(O)(c1ccccc1)C1CCCCC1 (stereo not drawn),85,·,103,·,101,113,123,119
O=C1C(Cl)=C(Cl)C(Cl)(Cl)C1(Cl)Cl,98,109,97,123,102,141,114,118
C[N+]1(C)C2CCC1CC(OC(=O)C(CO)c1ccccc1)C2 (stereo not drawn),86,101,95,120,101,113,110,122
O=C1CCCCC1CN1CCCCC1 (stereo not drawn),89,106,100,98,102,94,90,121
CC[N+](C)(CC)CCC(C(N)=O)(c1ccccc1)c1ccccc1,94,101,107,107,111,103,100,94

# New compounds follow.
SMILES,UO-31,786-0,SN12C,SK-OV-3,ACHN,IGROV1,TK-10,RXF 393
O=[N+]([O-])c1ccccc1CBr,80,102,106,91,100,113,124,101
CC(=O)OCC(=O)OC1CCC2C3CCC4=CC(=O)CCC4(C)C3CCC12C (stereo not drawn),103,105,100,111,95,104,102,96
O=[N+]([O-])c1cnc[nH]1,95,112,103,110,118,127,111,128
COc1ccc(/C=C\c2cc(OC)c(OC)c(OC)c2)cc1NC(=O)/C=C/c1ccc(OC)c(OC)c1,42,36,43,-19*,42,55,91,-15*
CC1(C)N=C(N)N=C(N)N1c1ccc(CCCC(=O)Nc2ccc(S(=O)(=O)F)cc2)cc1,88,40,79,107,95,32,·,61
OCCNC1CCCCC1,·,·,100,105,102,111,106,118
COC(=O)C(c1ccccc1)N1CCCCCC1 (stereo not drawn),84,108,96,118,103,98,99,92
COc1cccc(C=C2C(=O)NC(=S)NC2=O)c1O,97,105,97,104,101,110,98,102
COc1cc(NC(=O)CN(CCCl)CCCl)cc(OC)c1OC,89,104,86,94,56,98,108,87
CN(C)P(=O)(Oc1ccccc1)N(C)C,91,·,106,99,112,102,102,104
CN1CCN=C(c2ccccc2)c2cc(Cl)ccc21,83,94,97,101,103,68,110,92
CCOC(=O)C1(c2ccccc2)CCN(CC(O)c2ccc(NC(C)=O)cc2)CC1 (stereo not drawn),·,103,97,93,98,·,98,116
CC12OOC(C)(OO1)C2CCC(=O)NCCCNc1ccnc2cc(Cl)ccc12 (stereo not drawn),-99*,-12*,92,103,-100*,67,23,4.7*
CCCCNC(c1ccc2c(c1)OCO2)C(O)c1ccc2c(c1)OCO2 (stereo not drawn),79,87,96,106,109,87,·,95
COC(=O)CCP(CCC(=O)OC)c1ccccc1,91,102,100,101,108,110,109,108
O=NN(CCF)C(=O)NCCCl,79,109,91,105,91,108,109,100
CCOC(=O)CC(C(=O)OCC)P(=O)(OCC)OCC (stereo not drawn),95,103,103,117,98,111,103,105
CC(C)C(NC(=O)CCl)C(=O)O (stereo not drawn),93,103,89,108,109,106,97,119
Cc1coc2c1CCC(C)C2 (stereo not drawn),105,109,105,102,108,126,124,120
Fc1c[c-]c(-c2ccccn2)c(F)c1.[CH3-].[Pt+2].c1ccc([PH+](c2ccccc2)c2ccccn2)cc1,-72*,-1.6*,3.3*,5.3*,-80*,-12*,-1.2*,-65*
CC(Cl)C(=O)c1ccc(N)cc1 (stereo not drawn),94,110,100,105,92,99,116,·
N[C@H](C[C@H]1CC(Br)=NO1)C(=O)O,79,93,90,98,101,93,95,99
O=C1NC(=O)C(=Cc2ccncc2)C(=O)N1,76,·,103,·,96,96,112,100
NCCc1cc(O)c(O)cc1O,·,100,89,99,87,·,95,113
C[C@H]1C[C@H]2[C@@H]3CC[C@](C)(O)[C@@]3(C)CC(=O)[C@]2(F)[C@@]2(C)CCC(=O)C=C12,85,98,101,107,96,95,99,105

# (list continues)
SMILES,UO-31,786-0,SN12C,SK-OV-3,ACHN,IGROV1,TK-10,RXF 393
O=C(O)c1cc(I)cc(I)c1I,87,108,103,106,109,109,100,105
CC(=O)O[C@@H]1CC[C@]2(C)[C@H]3CC[C@]4(C)C(=O)CC[C@H]4[C@@H]3C[C@@H]3SC(N)=N[C@@]32C1,79,59,77,79,94,67,91,80
COc1cc2c(c(OC)c1OC)-c1ccc(O)c(=O)cc1[C@@H](NC(C)=O)CC2,53,69,60,67,61,52,64,60
Cc1cc(NC(=O)CCc2ccc(N3C(N)=NC(N)=NC3(C)C)cc2)ccc1S(=O)(=O)F,101,21,33,67,71,·,14,·
O=C1Nc2ccccc2C1(Cl)Cl,73,104,97,101,96,92,152,·
C=C[Se]CC(=O)/C=C/c1ccccc1,39,102,74,53,95,104,103,114
CN(N=O)C1CCCCC1,94,103,99,111,115,106,99,118
C[C@]12CCCC[C@@H]1CC[C@@H]1[C@@H]2[C@@H](O)C[C@@]2(C)[C@H]1CC[C@]2(C)O,51,88,93,114,85,77,113,78
O=C(CC1(O)C(=O)Nc2ccc(Cl)cc21)c1ccc(C(=O)NCC2CCC3(CC2)OOC2(CCCCC2)OO3)cc1 (stereo not drawn),-81*,-66*,28,57,-87*,-19*,-53*,18
CC(O)c1ccc(Br)cc1 (stereo not drawn),89,111,110,107,107,115,107,118
CC(=O)[O][Hg][CH2]C1(C)COC(C)([CH2][Hg][O]C(C)=O)CO1 (stereo not drawn),-39*,79,-87*,103,63,-81*,·,·
O=S(=O)(Cc1ccccc1)C(Br)Br,56,74,96,110,90,97,78,82
CC(=O)O[C@@H]1CC[C@]2(C)[C@H]3CC[C@]4(C)[C@@H](OC(C)=O)CC[C@H]4[C@@H]3C[C@@H]3SC(c4cccc(F)c4)=N[C@@]32C1,90,105,109,102,115,108,101,126

# Compounds above with sulfur (14):
SMILES,UO-31,786-0,SN12C,SK-OV-3,ACHN,IGROV1,TK-10,RXF 393
[N-]=[N+]=NC1=NS(=O)(=O)c2ccccc21,94,101,100,114,105,102,89,111
COP(=S)(OC)Oc1ccc(Sc2ccc(OP(=S)(OC)OC)cc2)cc1,50,76,70,105,92,80,83,103
CCCCCSC1C2C(=O)C(Br)=CC13CCNc1c(O)c4c5c(c13)=[N+]2CCC=5C=N4 (stereo not drawn),-67*,-50*,-62*,-2.4*,-90*,-65*,-52*,-28*
C[C@]12CCc3sc(NCCc4ccccc4)nc3C1=CC[C@@H]1[C@@H]2CC[C@]2(C)C(=O)CC[C@@H]12,50,4.4*,68,112,74,88,91,20
c1ccc2c(c1)sc1ccccc12,79,105,98,104,90,98,·,107
Cc1ccc(S(=O)(=O)N/N=C\c2ccc(N(CCCl)CCCl)cc2)cc1,79,101,84,108,86,92,118,123
CC(=O)Nc1nc(CCl)cs1,80,104,·,82,100,·,105,119
NC(=S)N=C(N)N,90,104,98,100,95,105,112,106
CC1(C)N=C(N)N=C(N)N1c1ccc(CCCC(=O)Nc2ccc(S(=O)(=O)F)cc2)cc1,88,40,79,107,95,32,·,61
COc1cccc(C=C2C(=O)NC(=S)NC2=O)c1O,97,105,97,104,101,110,98,102
CC(=O)O[C@@H]1CC[C@]2(C)[C@H]3CC[C@]4(C)C(=O)CC[C@H]4[C@@H]3C[C@@H]3SC(N)=N[C@@]32C1,79,59,77,79,94,67,91,80
Cc1cc(NC(=O)CCc2ccc(N3C(N)=NC(N)=NC3(C)C)cc2)ccc1S(=O)(=O)F,101,21,33,67,71,·,14,·
O=S(=O)(Cc1ccccc1)C(Br)Br,56,74,96,110,90,97,78,82
CC(=O)O[C@@H]1CC[C@]2(C)[C@H]3CC[C@]4(C)[C@@H](OC(C)=O)CC[C@H]4[C@@H]3C[C@@H]3SC(c4cccc(F)c4)=N[C@@]32C1,90,105,109,102,115,108,101,126
